TAAR1 antag: antagonists of human TAAR1 | Q96RJ0 | CHO RD-HGA16 TAAR1, Fluo-8 calcium fluorescence, antagonist | inhibition, % at 3 µM | 1.5% of 360,000 active | AID 624466;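 active means inhibition above a per-plate cutoff, the mean inhibition of test compounds on that plate plus 3 SD, cut at about 49% in these data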;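 further: 0% = DMSO plus EC80 beta-PEA response and 100% = DMSO alone without agonist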
Target sequence (Q96RJ0 whole entry, looked up): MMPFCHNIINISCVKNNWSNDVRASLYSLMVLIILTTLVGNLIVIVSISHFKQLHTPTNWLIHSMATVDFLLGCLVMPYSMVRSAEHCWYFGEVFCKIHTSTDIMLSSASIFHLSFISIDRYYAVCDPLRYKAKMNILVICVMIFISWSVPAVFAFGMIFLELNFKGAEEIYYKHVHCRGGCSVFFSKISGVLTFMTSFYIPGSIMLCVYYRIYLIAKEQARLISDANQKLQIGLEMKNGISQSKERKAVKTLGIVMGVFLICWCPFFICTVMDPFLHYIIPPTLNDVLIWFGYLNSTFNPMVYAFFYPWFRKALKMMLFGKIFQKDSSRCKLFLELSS
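System: RD-HGA16 CHO cells with stable hTAAR1 and Gα16 | Probe or stimulus: EC80 β-phenethylamine stimulus | Dosing: 3 µM, single point | Times: Dye loading 75 min at 37 °C, then 30 min room temperature | Measured by: Fluo-8 calcium-sensitive fluorescence | Read-out basis: % inhibition of agonist calcium response | Replicates: n of 1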
M5 antag: blocks acetylcholine activation of human M5 receptor; P08912; CHO-hM5 cells, Fluo-8 calcium fluorescence, ACh EC80; inhibition, % at 3 µM; 0.59% of 360,000 active; AID 624040;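 active means inhibition above a per-plate cutoff, the mean of that plate's test compounds plus 3 SD, cut at about 27% in these data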;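 further: 0% = acetylcholine EC80 with DMSO and 100% = DMSO without agonist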
Target sequence (P08912 whole entry, looked up): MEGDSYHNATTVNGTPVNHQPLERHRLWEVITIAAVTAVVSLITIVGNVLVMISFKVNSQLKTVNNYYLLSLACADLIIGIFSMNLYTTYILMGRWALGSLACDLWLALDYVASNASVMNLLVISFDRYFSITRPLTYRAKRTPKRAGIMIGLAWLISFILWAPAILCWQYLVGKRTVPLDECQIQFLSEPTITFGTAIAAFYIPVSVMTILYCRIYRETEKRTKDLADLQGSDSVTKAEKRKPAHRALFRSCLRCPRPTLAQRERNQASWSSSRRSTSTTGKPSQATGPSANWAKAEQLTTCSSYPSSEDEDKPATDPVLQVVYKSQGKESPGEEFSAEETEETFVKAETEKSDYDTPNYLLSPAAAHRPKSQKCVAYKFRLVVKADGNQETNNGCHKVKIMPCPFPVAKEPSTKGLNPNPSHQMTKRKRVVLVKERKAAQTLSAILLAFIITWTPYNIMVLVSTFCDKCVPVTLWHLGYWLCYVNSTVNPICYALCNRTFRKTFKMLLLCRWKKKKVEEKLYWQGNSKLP
CRFBP-R2 block: antagonists of CRF-binding protein/CRF-R2 receptor complex | 0.59% of 350,000 active | inhibition, % at 11.8 µM | HEK293 CRF-R2/CRF-BP, CRF-induced calcium fluorescence;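 active means inhibition of the ligand-induced calcium signal above about 50% at the single tested concentration, limit read from the data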
M5 ag: agonists of human muscarinic M5 receptor (CHRM5). P08912. CHO-K1 hM5 cells, Fluo-8 calcium fluorescence; 0% DMSO wells, 100% maximal acetylcholine response. 0.19% of 360,000 active. activation, % at 3 µM;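 active means activation above the run's mean over test compounds plus 3 SD, cut at about 23% in these data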;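 further: signal is peak over basal fluorescence ratio across the kinetic read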
M1 PAM parental: nonselective activator or artifact in parental CHO-K1 calcium assay. AID 602247. 0.02% of 360,000 active. activation, % at 3 µM. ATP EC20, Fluo-8 calcium fluorescence; 0% at ATP EC20, 100% at ATP max;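 active means activation above the run cutoff, the mean activation of all test compounds plus 3 SD, cut at about 40% in these data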;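 further: peak over basal fluorescence ratio in a 140 s read after ATP addition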
M4 PAM: CHRM4 positive allosteric modulation. 0.4% of 360,000 active. CHO-K1 hM4/Gqi5, Fluo-8 calcium fluorescence, ACh EC20; 0% = ACh EC20, 100% = maximal ACh. P08173. activation, % at 3 µM;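 active means activation above its plate's cutoff, the mean activation of sample wells plus 3 SD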; further: some results filed as inactive read as strong as hits
CRFBP-R2 agonist: agonists of human CRF-binding protein/CRF-R2 receptor complex; activation, % at 13.2 µM; HEK293 CRF-R2/CRF-BP, calcium dye fluorescence (FLIPR); percent of saturating CRF peptide response; AID 588473; 0.46% of 350,000 active;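 active means activation of at least 50%, plus an integration ratio under a set limit after plate pattern correction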;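 further: plate controls were neutral control wells without compound for no effect and CRF at EC100 for full effect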
M5 PAM: potentiates acetylcholine response at human M5 receptor; P08912; AID 624038; 0.3% of 360,000 active; activation, % at 3 µM; CHO-K1 hM5, Fluo-8 calcium, ACh EC20 PAM; 0% = ACh EC20, 100% = ACh EC100;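 active means activation above the run cutoff, the mean activation of all test compounds plus 3 SD, cut at about 18% in these data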
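Measured by: Fluo-8 calcium fluorescence; material: human M5 receptor in CHO-K1 cells; schedule: Post-acetylcholine fluorescence recording 140 s; benchmarks: low control EC20 acetylcholine (0%), high control EC100 acetylcholine (100%); read-out: Max/basal fluorescence ratio as % of EC20–EC100 ACh window; compound: single dose, 3 µM nominal final test concentration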
TAAR1 ag: agonists of human TAAR1; activation, % at 3 µM; 0.99% of 360,000 active; CHO RD-HGA16 TAAR1, Fluo-8 calcium fluorescence; vehicle wells 0%, saturating PEA agonist 100%; Q96RJ0;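 active means activation above the mean activation of all test compounds in the run plus 3 SD, cut at about 38% in these data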
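Test system: RD-HGA16 (CHO) cells co-expressing Gα16 and hTAAR1; dosing: one-point dosing at 3 µM (nominal); timing: 17-24 h seeding, 75 min 37 °C dye, 30 min RT; signal: kinetic Fluo-8 calcium fluorescence; read-out basis: % activation relative to PEA EC100 response; controls: DMSO and PEA EC100; replicates: n 1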
Active calls of the source: *; · = no result given.

SMILES	TAAR1 antag	M5 antag	CRFBP-R2 block	M5 ag	M1 PAM parental	M4 PAM	CRFBP-R2 agonist	M5 PAM	TAAR1 ag
OC1(c2cccc(C(F)(F)F)c2)CCN(Cc2nc(-c3cnccn3)no2)CC1	4.1	8.7	-1.1	-0.8	12.2	-3.0	-1.7	-3.1	1.2
CN(CC(=O)Nc1ccccc1Cl)C(=O)COC(=O)c1ccc([N+](=O)[O-])s1	9.3	-6.6	-3.3	0.7	10.2	1.9	-3.6	-5.0	0.6
CCCCNC(=S)NNC(=O)c1cc(-c2cccnc2)nc2ccccc12	-8.7	0.6	-21.2	-2.6	16.4	-1.3	0.2	-9.9	2.4
Cc1ccc(NC(=O)CN(C)C(=O)Cc2ccccc2F)cc1	-18.4	-0.2	-2.7	-1.8	17.3	1.2	0.8	3.0	9.5
CN1c2ccsc2/C(=N/NC(=O)c2c(F)cccc2F)CS1(=O)=O	7.1	0.2	13.4	2.6	15.2	-4.0	-0.4	-2.7	4.5
CCCCCC[N+](C)(C)CC/C=C1/c2ccccc2Sc2ccc(Cl)cc21	3.3	98.6*	-22.3	-18.2	-2.8	-59.0	-0.4	-32.8	0.4
CC(C)c1ccc(C2/C(=C(/O)c3ccc(F)cc3)C(=O)C(=O)N2CCCN2CCOCC2)cc1 (stereo unspecified)	-6.5	-7.8	-6.5	4.2	14.7	0.5	2.3	0.4	0.9
COC(=O)c1ccc(N/C=C/C(=O)c2ccc(OC)c(OC)c2)cc1	-5.9	-8.2	1.1	1.0	3.8	3.1	-0.7	1.0	5.8
Cc1ccc(NC(=O)C2C3C=CC4(CN(Cc5cccnc5)C(=O)C24)O3)cc1F (stereo unspecified)	-4.2	-0.5	-6.4	-0.1	12.2	-3.3	2.8	-4.0	1.4
Cc1scc(C(=O)N2CCN(c3ccc(Cl)cc3)CC2)c1C	-24.1	1.7	-21.6	7.3	17.3	-5.5	-1.7	6.9	0.1
CCOc1ccc(C(=O)Nc2ccc(-c3nc4ccccc4[nH]3)cc2)cc1[N+](=O)[O-]	17.4	-3.2	23.7	-4.6	26.9	7.5	-2.8	1.4	1.6
COCCNC(=O)C1CCCN(S(=O)(=O)c2cccc3nsnc23)C1 (stereo unspecified)	-14.3	6.2	0.4	-4.8	-2.0	-0.6	-0.4	-3.1	0.5
Cc1ccc(F)cc1NC(=O)c1sc2ncn(CC(=O)N3CCN(c4ccccn4)CC3)c(=O)c2c1C	-12.9	7.0	-16.9	-4.3	-1.6	-0.8	1.2	1.2	18.2
CS(=O)(=O)N1CCN(c2ccc(NC(=O)CSc3nnc(-c4ccco4)o3)cc2)CC1	-24.7	-3.4	0.6	-1.6	-13.8	3.5	2.8	-0.3	1.9
Cc1ccc(NC(=S)NCc2ccc(S(N)(=O)=O)cc2)c(C)c1	13.1	-1.6	3.8	1.6	19.7	7.0	1.9	0.7	14.1
COc1ccc(NC(=O)C2Cc3c(-c4ccccc4Oc4ccccc4)ccnc3O2)cc1OC (stereo unspecified)	15.8	11.8	·	-1.7	-4.8	-1.5	·	-3.3	3.3
CC(C)N(CCC#N)C(=O)Nc1ccc2c(c1)CCO2	-13.3	4.2	6.0	-0.8	-23.6	-7.1	1.0	-2.9	2.4
O=C(Oc1c(-c2ccccc2)c(=O)n2c3c(cccc13)CC2)c1ccco1	-29.5	1.8	16.7	4.6	14.3	-6.2	-0.3	-3.0	-0.3
CCC(=O)N1CCCC1(C)C(=O)Nc1ccc(OC(F)F)cc1 (stereo unspecified)	-17.9	3.4	·	-1.0	1.7	-1.8	·	1.3	0.5
Cn1c2ccc(F)cc2c2nnc(NN)nc21	-37.2	11.9	4.9	-7.9	25.3	-3.6	-1.4	-2.6	-0.1
COc1ccc(C(=O)N2CCCC(c3nc(-c4ccc(OC)c(OC)c4)no3)C2)c(OC)c1 (stereo unspecified)	8.2	6.5	6.2	2.6	16.9	-4.4	-0.8	-8.4	8.9
COc1cc(NC(=O)CSc2nc3ccccc3c(=O)n2C)ccc1NC(=O)c1ccco1	8.3	-18.9	19.8	-0.5	-0.4	-17.7	-1.4	7.3	1.5
CCn1nnnc1SCC(=O)N1CCOCC1	-2.3	-0.1	-7.5	2.1	-0.1	-1.9	-0.7	2.6	0.0
COc1ccccc1C(=O)NNC(=O)c1ccc2ccccc2c1	4.6	-1.8	6.5	4.7	11.1	2.6	-1.1	6.0	5.6

The final three records of the part before lead into the next.
SMILES	TAAR1 antag	M5 antag	CRFBP-R2 block	M5 ag	M1 PAM parental	M4 PAM	CRFBP-R2 agonist	M5 PAM	TAAR1 ag
COc1cc(NC(=O)CSc2nc3ccccc3c(=O)n2C)ccc1NC(=O)c1ccco1	8.3	-18.9	19.8	-0.5	-0.4	-17.7	-1.4	7.3	1.5
CCn1nnnc1SCC(=O)N1CCOCC1	-2.3	-0.1	-7.5	2.1	-0.1	-1.9	-0.7	2.6	0.0
COc1ccccc1C(=O)NNC(=O)c1ccc2ccccc2c1	4.6	-1.8	6.5	4.7	11.1	2.6	-1.1	6.0	5.6
Cc1ccccc1OCCCn1c(CO)nc2ccccc21	-2.9	4.2	2.9	-3.3	2.0	-10.2	2.2	1.6	0.7
O=C(O)C(Cc1ccccc1)NS(=O)(=O)c1ccc(Cl)cc1 (stereo unspecified)	-2.2	12.0	9.5	-1.3	10.2	3.9	-0.5	1.4	2.8
O=C(N/N=C/C1CC2CCC1C2)c1ccc2c(c1)OCO2 (stereo unspecified)	-7.6	0.2	-5.5	-2.6	24.1	7.7	-0.9	2.6	3.8
COC(=O)Cc1ccc(NC(=S)N2CCCCC2C)cc1 (stereo unspecified)	0.1	-0.8	6.2	0.2	-13.2	-2.6	-0.6	3.8	0.4
Cc1ccc(NC(=O)CSc2nnc(-c3cnccn3)n2Cc2ccco2)cc1C	-17.1	2.2	9.0	-1.4	-5.1	-4.4	0.1	-0.2	-1.4
CCOC(=O)C1CCN(C(=O)COC(=O)CSc2ccc(C(N)=O)cc2[N+](=O)[O-])CC1	-1.4	12.3	-7.0	-3.8	3.5	2.5	0.3	-5.5	-0.2
COc1ccc(C2CC(c3cccs3)=Nc3ccccc3S2)cc1OC (stereo unspecified)	7.6	-1.2	9.8	0.3	8.7	-4.8	0.3	0.9	11.8
CN1CCN(C(=S)NC(=O)c2ccco2)CC1	-23.2	6.9	9.2	2.0	-7.8	2.7	-1.0	-1.5	0.1
COc1ccc(/C=C/C(=O)N(C)Cc2cccs2)cc1S(=O)(=O)N1CCOCC1	5.5	4.1	7.9	-0.1	4.5	-2.3	-0.7	1.9	4.2
CC(=O)NC(Cc1c[nH]c2ccccc12)C(=O)NCc1ccco1 (stereo unspecified)	-1.1	15.7	-2.1	-1.5	6.4	-3.6	-1.8	-5.0	-4.3
COc1ccc(C(=O)COC(=O)c2nn(C)cc2Cl)cc1	3.5	-2.0	6.3	-3.3	16.9	5.8	-2.4	8.4	8.6
CN(CCc1ccccc1)C(=O)c1cccc(NC(=O)Cc2cccc(NC(=O)C3CCCN(S(=O)(=O)c4cccc([N+](=O)[O-])c4)C3)c2)c1 (stereo unspecified)	-2.6	6.6	8.6	-0.9	16.2	-4.8	0.6	-2.3	22.4

Copied from the list.
CCn1nnnc1SCC(=O)N1CCOCC1 – M5 antag: -0.1
Cn1c2ccc(F)cc2c2nnc(NN)nc21 – CRFBP-R2 block: 4.9
O=C(O)C(Cc1ccccc1)NS(=O)(=O)c1ccc(Cl)cc1 (stereo unspecified) – CRFBP-R2 agonist: -0.5

Continuation:
SMILES	TAAR1 antag	M5 antag	CRFBP-R2 block	M5 ag	M1 PAM parental	M4 PAM	CRFBP-R2 agonist	M5 PAM	TAAR1 ag
COc1cc(OC)cc(C(=O)N[C@H](C(=O)NCc2cccs2)C(C)C)c1	2.6	0.8	-0.5	-0.9	7.9	3.8	-1.4	3.7	-2.0
CC(=O)Nc1c(Cl)cc2c(c1Cl)Cc1ccccc1-2	-19.6	1.1	-2.6	-2.4	4.6	2.4	-0.8	14.6	1.6
O=C(NC1=NCCS1)Nc1ccccc1	-8.4	5.2	2.2	-9.0	-4.7	7.1	-0.7	-5.2	6.2
CCCNC(=O)NS(=O)(=O)c1cnccc1Sc1ccc(Cl)cc1	2.7	0.4	2.8	-3.2	9.6	6.1	-0.3	5.7	6.4
COc1ccc2c(c1)cc(C(=O)N[C@@H](CCSC)C(=O)N1CCC(C(=O)O)CC1)n2C	-4.8	21.6	-9.5	2.5	11.1	-9.1	0.1	-8.1	1.1
CCOC(=O)c1c(NC(=O)C2CCN(S(=O)(=O)c3ccc(Cl)cc3)CC2)sc2c1CCCC2	-8.3	-0.5	-3.6	-2.0	17.7	5.1	4.7	2.0	-0.8
Cc1nc(S/C(=C/c2ccc(-c3ccc(C(=O)O)cc3)o2)C(=O)O)n[nH]1	3.5	3.2	9.1	-1.1	6.1	13.9	4.3	1.8	-1.0
COc1ccc(N2CCCC2)c(NC(=O)c2ccc(Br)o2)c1	4.0	-4.3	0.2	1.5	13.9	-5.3	1.9	10.9	-6.2
C=C(C)c1cccc(C(C)(C)NC(=O)NCCCN2CCCC2=O)c1	-37.2	-1.5	-14.8	2.4	6.5	-7.4	-0.9	0.2	-3.2
O=C(Cc1cccs1)Nc1nnc(SCc2ccc(Br)cc2)s1	-1.8	2.5	-29.4	-3.4	-8.0	-0.8	0.3	-4.5	1.8
CC/C(=N/NC(=O)CNc1ccc(Cl)cc1C)c1ccccc1	-1.3	-7.3	-16.7	-1.4	17.0	3.7	0.8	4.4	2.5
OC(COCC1COc2ccccc2O1)CN1CCN(c2ccccc2)CC1 (stereo unspecified)	-13.2	-7.1	-12.4	-8.5	8.0	1.3	-1.1	0.7	15.1
CCN(CC)C(=O)c1sc2nc(N3CCOCC3)c3c(c2c1N)CCCC3	-3.9	1.8	-14.3	-2.2	10.5	-5.8	1.1	-0.5	7.1
O=C(COc1ccc2ccc(=O)oc2c1)NCC(O)c1ccccc1 (stereo unspecified)	-36.2	-9.2	8.6	0.1	11.1	-0.8	-0.3	2.0	0.8
CC(C)NC1(C(N)=O)CCN(Cc2ccccc2)CC1	10.5	4.8	7.4	3.2	10.4	1.5	-0.7	4.7	0.0
CN(C)CCCNC(=O)/C(=N\O)c1ccccc1	-5.7	5.0	17.3	-15.8	14.0	-3.7	3.5	5.8	0.3
COc1ccc(CCNS(=O)(=O)c2ccc(Cl)s2)cc1OC	14.1	-8.7	-0.8	-0.2	16.7	-1.1	9.4	3.4	7.4
O=S(=O)(Nc1cccc(S(=O)(=O)N2CCCC2)c1)c1ccc(F)cc1	-31.4	1.0	-1.0	2.1	15.8	8.4	-0.8	1.9	1.6
CCCCn1nc(C(=O)N[C@@H](CCSC)c2nc3ccccc3[nH]2)c2ccccc2c1=O	-10.3	-1.2	2.8	-1.3	-3.8	-7.5	6.6	6.7	-2.1
